Source: PubChem (The Scripps Research Institute Molecular Screening Center)
OX1R antag-1 – blocks the human orexin 1 receptor; 1.8% of 330,000 active; O43613; OX1R-expressing cells, FRET antagonist read-out; inhibition, % at 6.6 µM; AID 485270; in the data active = inhibition mostly above about 38%, no sharp cut-off; inactive = mostly below about 40%;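 also: 0% = agonist challenge alone and 100% = reference antagonist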
Target sequence (O43613 whole entry, looked up): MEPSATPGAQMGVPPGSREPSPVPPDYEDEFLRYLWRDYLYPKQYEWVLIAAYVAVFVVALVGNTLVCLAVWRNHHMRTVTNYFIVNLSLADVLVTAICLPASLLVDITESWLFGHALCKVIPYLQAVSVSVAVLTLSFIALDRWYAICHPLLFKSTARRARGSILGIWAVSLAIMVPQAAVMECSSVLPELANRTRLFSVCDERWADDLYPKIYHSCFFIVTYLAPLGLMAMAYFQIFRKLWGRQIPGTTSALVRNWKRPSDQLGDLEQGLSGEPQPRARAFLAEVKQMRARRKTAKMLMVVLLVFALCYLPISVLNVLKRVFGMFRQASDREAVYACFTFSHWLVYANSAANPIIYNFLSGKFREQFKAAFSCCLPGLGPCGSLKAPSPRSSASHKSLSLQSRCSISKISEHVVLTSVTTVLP
OX1R antag-2 – antagonists of human orexin 1 receptor; CHO/OX1R cells, Fluo-8 calcium fluorescence, orexin A; inhibition, % at 5 µM; 0.43% of 330,000 active; AID 434989;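 active = inhibition above its plate's threshold, mean inhibition of all tested compounds on the plate plus 3 SD, cut at about 37% in these data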;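 also: 0% = orexin A challenge wells and 100% = SB-334867-A antagonist wells; not every result past the cut was called active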
* marks the source's active call; other numbers are inactive results.

SMILES	OX1R antag-1	OX1R antag-2
COc1ccc(N/C(=C(/C(Cl)=C(Cl)Cl)[N+](=O)[O-])n2nnc3ccccc32)cc1OC	19	-52
CN(C)/C=C1\Cc2ccccc2C1=O	5	-12
COC(=O)CSc1nnc(NC(=O)/C=C\c2ccc3c(c2)OCO3)s1	8	9
Cc1ccc(-c2nn3c(C)nnc3s2)cc1NC(=O)c1cccs1	12	-18
Cc1ccc(C)c(S(=O)(=O)N2CCN(C(=O)c3n[nH]c(=O)c4ccccc34)CC2)c1	5	-1
CC(OC(=O)Cc1coc2cc3c(cc12)CCC3)C(=O)NC(N)=O (centres undefined)	7	-14
CCCn1nnnc1NCc1cccc(OC)c1	1	-13
COc1ccc(-c2c(-c3cc(OC)cc(OC)c3)n(C)c3ccc(-c4ccc(OC)c(F)c4)cc23)cc1	6	-6
CCC12CC3CC(C1)CC(C(=O)Nc1nn[nH]n1)(C3)C2	12	12
CCOC(=O)C(=O)C1=C(N2CCOCC2)/C(=C\c2ccc(F)cc2)CC1	11	-9
O=C(Nc1ccccn1)c1ccc(C(=O)c2ccccc2)cc1	20	-16
Cc1ccc(C(C)C)c(OCCn2ccnc2C)c1	-11	-9
Cc1cc(N)n(-c2ccc(S(=O)(=O)N3CCOCC3)cc2[N+](=O)[O-])n1	39	-14
CN(CC(=O)NCC(=O)Nc1ccc(F)cc1)C1CCS(=O)(=O)C1 (centres undefined)	-1	5
CC(=O)C1C(c2cccc(Oc3ccccc3)c2)NC(=O)NC1(O)C(F)(F)F (centres undefined)	6	-26
CCOc1ccc(CCNc2cc(C)nc3ncnn23)cc1OCC	6	-1
CN(CC(=O)Nc1cccc2c1CCCC2)S(=O)(=O)c1ccc(Cl)cc1	4	-3
CCOc1ccc(-n2c(C)nc3cc(C(=O)NCC4CCCO4)ccc32)cc1 (centres undefined)	7	-17
O=C(Cn1nnc2ccccc21)c1ccccc1	12	-15
C/C(=N\N=C(N)N)c1ccc(Cl)c(Cl)c1	14	-17
CCOC(=O)C(C)Sc1cnccn1 (centres undefined)	4	16
CCCOC(=O)c1ccc(Nc2nc(C)cc(=O)[nH]2)cc1	10	-14
O=C(Nc1ccc(Cl)cc1)C1CCN(C(=O)c2ccco2)CC1	10	-9
Cc1[nH]c(=O)[nH]c(=O)c1NC(=O)c1cccs1	2	-1
Cc1ccc(S(=O)(=O)NCCCCCC(=O)N(C)C)cc1	10	-20

By substructure: the compounds so far with an aryl thioether with sulfur outside any ring
SMILES	OX1R antag-1	OX1R antag-2
COC(=O)CSc1nnc(NC(=O)/C=C\c2ccc3c(c2)OCO3)s1	8	9
CCOC(=O)C(C)Sc1cnccn1 (centres undefined)	4	16

The listing picks up, repeating the 5 entries before the break.
SMILES	OX1R antag-1	OX1R antag-2
CCOC(=O)C(C)Sc1cnccn1 (centres undefined)	4	16
CCCOC(=O)c1ccc(Nc2nc(C)cc(=O)[nH]2)cc1	10	-14
O=C(Nc1ccc(Cl)cc1)C1CCN(C(=O)c2ccco2)CC1	10	-9
Cc1[nH]c(=O)[nH]c(=O)c1NC(=O)c1cccs1	2	-1
Cc1ccc(S(=O)(=O)NCCCCCC(=O)N(C)C)cc1	10	-20
CCN(CC(=O)Nc1ccc(OC)cc1)C(=O)CN1C(=O)NC(C)(c2ccc3ccccc3c2)C1=O (centres undefined)	24	-33
O=C(CCc1ccccc1)NCc1ccc(F)cc1	3	-3
CC(=O)Nc1ccc(NC(=O)Cn2nc([N+](=O)[O-])c(Br)c2C)cc1	15	4
Cc1cccc(C)c1NC(=O)C1CCCN1S(=O)(=O)c1ccccc1 (centres undefined)	20	-21
O=C(CCl)Nc1sccc1C(=O)c1ccccc1	14	-4
Cc1ccc(Cn2nc(C)c(C(=O)N3CCN(S(=O)(=O)/C=C/c4ccccc4)CC3)c2C)cc1	5	0
COc1cccc(C(=O)/C=C/c2ccc(OCC#N)c(OC)c2)c1	13	-4
NC(=O)c1ccsc1NC(=O)COC(=O)Cc1cccc2ccccc12	39	75*
Cc1cccc(-n2c(C)nc3sccc3c2=O)c1	5	-15
Cc1cc(C)n(C(=O)c2c([N+](=O)[O-])cnn2C)n1	12	-10
Cc1cc(C)n(CC(O)COc2cccc(OCC(O)Cn3nc(C)cc3C)c2)n1 (centres undefined)	11	-21
Cc1cccc(C)c1NC(=S)NCc1ccccc1	8	-20
COc1ccc(NS(=O)(=O)c2ccc(NC(=S)NC(=O)c3ccc(F)cc3)cc2)nn1	8	-5
O=C(C(=O)N1CCN(c2cccc(Cl)c2)CC1)c1cn(CC(=O)N2CCOCC2)c2ccccc12	2	-31
CN(CC(=O)O/N=C(\N)c1ccc([N+](=O)[O-])cc1)S(=O)(=O)c1ccc2ccccc2c1	22	-7
CCN(CCO)C(=O)c1ccc2nc(Cc3cccc(Cl)c3)oc2c1	16	-17
CC1CCc2sc3ncnc(N4CCN(CCO)CC4)c3c2C1 (centres undefined)	1	33
O=c1cc(N2CCc3ccccc32)[nH]c(=O)n1Cc1ccc(F)cc1	0	-21
CC1CCCC(C)N1C(=O)CN1C(=O)C(C)(C)Oc2ccc(C(=O)NC3CCCCC3)cc21 (centres undefined)	10	-21
COc1ccc(N(C)C(=O)c2ccc(NC(=O)CCS(=O)(=O)c3cccs3)cc2)cc1	8	-21
Nc1c(C(=O)CSc2nc3ccccc3o2)c(=O)[nH]c(=O)n1C1CC1	3	-1
NC(=O)c1ccc(=O)n(Cc2ccc(Cl)cc2Cl)c1	3	-19
CCCn1[nH]cc(SC)c(=O)c1=O	7	-16
C/C(=N\NC(=O)CC1N=C(Cc2ccccc2)NNC1=O)c1ccccc1 (centres undefined)	10	2
N#CC1(c2ccccc2)CCCN1C(=O)c1ccc(Br)cc1 (centres undefined)	16	1

Structural class: those above containing a nitro group on carbon (five)
SMILES	OX1R antag-1	OX1R antag-2
COc1ccc(N/C(=C(/C(Cl)=C(Cl)Cl)[N+](=O)[O-])n2nnc3ccccc32)cc1OC	19	-52
Cc1cc(N)n(-c2ccc(S(=O)(=O)N3CCOCC3)cc2[N+](=O)[O-])n1	39	-14
CC(=O)Nc1ccc(NC(=O)Cn2nc([N+](=O)[O-])c(Br)c2C)cc1	15	4
Cc1cc(C)n(C(=O)c2c([N+](=O)[O-])cnn2C)n1	12	-10
CN(CC(=O)O/N=C(\N)c1ccc([N+](=O)[O-])cc1)S(=O)(=O)c1ccc2ccccc2c1	22	-7

4 of the entries above in order of their number in OX1R antag-2, falling:
molecule	OX1R antag-2
CN(C)/C=C1\Cc2ccccc2C1=O	-12
O=C(Cn1nnc2ccccc21)c1ccccc1	-15
Cc1cccc(C)c1NC(=S)NCc1ccccc1	-20
Cc1cccc(C)c1NC(=O)C1CCCN1S(=O)(=O)c1ccccc1 (centres undefined)	-21

Additional compounds:
SMILES	OX1R antag-1	OX1R antag-2
CCOC(=O)C(C)Sc1nnc(NC(=O)c2ccc(C)c([N+](=O)[O-])c2)s1 (centres undefined)	17	-13
Cc1ncc([N+](=O)[O-])n1CC(=O)NCc1ccccc1	4	2
COc1ccc(N2CCN(C3CCCN(Cc4ccc(F)cc4Cl)C3)CC2)cc1 (centres undefined)	13	-22
CCOc1ccc(C2=Nn3c(nnc3-c3ccco3)SC2)cc1	20	-13
COC(=O)c1ccc(/C=N/NS(=O)(=O)c2cc(C)ccc2C)cc1	6	-11
CC(=O)c1cccc(NC(=O)CO/N=C2/CCCc3nonc32)c1	2	-7
CCOC(=O)N1CCC(N2Cc3cccc(C(=O)Nc4ccc(OC)c(OC)c4)c3C2=O)CC1	-2	-26
CC(Nc1ccc2c(c1)OCCO2)C(=O)N1c2ccccc2CC1C (centres undefined)	18	-26
C=CCn1c(SCC(=O)NCCO)nc2sc(C)c(C)c2c1=O	24	-22
CCCN(C(=O)c1cn(-c2ccccc2)nc1-c1ccc(OC)cc1)C1CCS(=O)(=O)C1 (centres undefined)	10	-35
O=C(Nc1ccc(Cl)cc1C(=O)Nc1ccncc1)c1ccco1	8	-17
CC1(c2ccc3c(c2)OCO3)NC(=O)N(CC(=O)NCCC2=CCCCC2)C1=O (centres undefined)	6	-8
CCN(Cc1ccccc1)C(=O)CCS(=O)(=O)c1ccc2c(c1)CCN2C(C)=O	1	-26
C=CCN(CC=C)C(=O)C1CCC(C(=O)N(CC=C)CC=C)CC1 (centres undefined)	23	-23
Cc1c(Cl)cccc1NC(=O)C(=O)NNS(=O)(=O)c1ccc(F)cc1	32	-16
CC(C)N(Cc1nccn1C)C(=O)c1ccc2oc(CCCc3ccccc3)nc2c1	12	-23
CN(CC(O)COCc1ccc2c(c1)OCO2)C1CCCCC1 (centres undefined)	11	-3
Cn1nc(-c2ccccc2)nc1-c1ccccc1	18	-30
